Cav3 T inh – human Cav3.2 channel inhibition, primary screen; B-score at 10 µM; AID 449739; O95180; Cav3.2-expressing cells, Fluo-4 calcium fluorescence FDSS; hits give low values; 4% of 100,000 active;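 active = single-dose well whose peak fluorescence ratio is a statistical outlier from its plate by either plate-standardised score or position-corrected B-score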
Target sequence (O95180 whole entry, looked up): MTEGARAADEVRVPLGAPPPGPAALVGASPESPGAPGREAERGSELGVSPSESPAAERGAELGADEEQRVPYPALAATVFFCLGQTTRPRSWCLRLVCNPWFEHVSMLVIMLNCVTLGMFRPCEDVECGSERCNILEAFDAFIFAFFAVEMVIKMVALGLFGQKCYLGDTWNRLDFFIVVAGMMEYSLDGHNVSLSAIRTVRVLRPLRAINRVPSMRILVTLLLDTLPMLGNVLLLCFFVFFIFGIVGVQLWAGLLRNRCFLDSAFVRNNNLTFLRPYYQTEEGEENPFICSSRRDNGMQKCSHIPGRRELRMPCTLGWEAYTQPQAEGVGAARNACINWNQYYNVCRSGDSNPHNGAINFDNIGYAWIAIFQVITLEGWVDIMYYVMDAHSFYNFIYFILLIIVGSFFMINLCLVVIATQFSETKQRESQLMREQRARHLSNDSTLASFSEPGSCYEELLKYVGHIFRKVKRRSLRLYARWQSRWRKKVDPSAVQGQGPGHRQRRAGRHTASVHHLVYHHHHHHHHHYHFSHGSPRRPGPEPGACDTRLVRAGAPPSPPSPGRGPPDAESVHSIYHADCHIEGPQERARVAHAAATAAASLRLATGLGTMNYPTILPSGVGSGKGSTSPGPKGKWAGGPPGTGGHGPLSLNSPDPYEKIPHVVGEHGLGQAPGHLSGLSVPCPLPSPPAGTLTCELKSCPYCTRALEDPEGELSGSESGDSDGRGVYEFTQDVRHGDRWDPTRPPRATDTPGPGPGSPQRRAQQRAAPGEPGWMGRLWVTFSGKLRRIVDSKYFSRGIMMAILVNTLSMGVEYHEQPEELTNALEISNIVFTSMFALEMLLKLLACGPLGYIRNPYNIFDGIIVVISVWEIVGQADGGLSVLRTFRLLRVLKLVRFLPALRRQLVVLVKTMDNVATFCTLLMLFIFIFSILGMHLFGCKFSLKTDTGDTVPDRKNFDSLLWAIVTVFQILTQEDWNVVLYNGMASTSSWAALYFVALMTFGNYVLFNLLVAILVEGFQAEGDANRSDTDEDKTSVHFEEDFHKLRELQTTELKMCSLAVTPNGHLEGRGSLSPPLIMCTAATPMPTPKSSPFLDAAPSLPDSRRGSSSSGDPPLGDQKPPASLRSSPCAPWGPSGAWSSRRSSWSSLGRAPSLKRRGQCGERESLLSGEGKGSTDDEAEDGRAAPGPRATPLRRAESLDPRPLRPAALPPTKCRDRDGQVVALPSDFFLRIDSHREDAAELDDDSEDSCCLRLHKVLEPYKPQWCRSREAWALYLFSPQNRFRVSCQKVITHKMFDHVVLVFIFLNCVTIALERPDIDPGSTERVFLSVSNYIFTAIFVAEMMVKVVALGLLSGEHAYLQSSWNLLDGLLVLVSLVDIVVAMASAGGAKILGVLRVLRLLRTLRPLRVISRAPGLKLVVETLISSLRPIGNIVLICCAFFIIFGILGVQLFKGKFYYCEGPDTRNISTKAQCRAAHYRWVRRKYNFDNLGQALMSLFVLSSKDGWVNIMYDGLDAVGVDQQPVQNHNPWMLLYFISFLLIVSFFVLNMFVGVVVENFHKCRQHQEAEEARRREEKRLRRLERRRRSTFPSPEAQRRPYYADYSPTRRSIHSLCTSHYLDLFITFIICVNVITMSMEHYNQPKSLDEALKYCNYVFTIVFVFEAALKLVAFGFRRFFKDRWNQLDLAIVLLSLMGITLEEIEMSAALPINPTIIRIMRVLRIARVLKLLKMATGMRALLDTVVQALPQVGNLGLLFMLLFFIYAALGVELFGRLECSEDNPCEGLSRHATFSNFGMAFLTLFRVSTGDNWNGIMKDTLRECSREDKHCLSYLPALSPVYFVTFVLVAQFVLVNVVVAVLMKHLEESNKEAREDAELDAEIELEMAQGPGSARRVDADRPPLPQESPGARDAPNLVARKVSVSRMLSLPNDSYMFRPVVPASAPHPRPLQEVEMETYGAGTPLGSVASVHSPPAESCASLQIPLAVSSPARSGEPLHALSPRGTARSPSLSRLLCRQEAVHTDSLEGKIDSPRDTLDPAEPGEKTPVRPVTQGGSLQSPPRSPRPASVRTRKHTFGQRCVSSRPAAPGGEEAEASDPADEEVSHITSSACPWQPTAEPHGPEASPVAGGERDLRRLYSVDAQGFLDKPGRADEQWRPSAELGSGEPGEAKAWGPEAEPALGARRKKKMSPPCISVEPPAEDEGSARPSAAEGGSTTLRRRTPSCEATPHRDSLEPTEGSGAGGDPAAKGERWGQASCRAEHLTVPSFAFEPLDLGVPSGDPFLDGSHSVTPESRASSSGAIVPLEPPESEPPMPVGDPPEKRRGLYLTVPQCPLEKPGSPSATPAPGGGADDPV
* = called active by the depositor.

SMILES | Cav3 T inh
Cc1cc(C)cc(NC(=O)C2(c3ccccc3)CC2(Cl)Cl)c1 (stereo not given) | -6.1*
CCCn1c(SCC(=O)/C(C#N)=C(\C)N)n[nH]c1=O | 0.49
CCOc1cc(/C=C(/C#N)c2ccc(F)cc2)ccc1OCc1ccc(C(=O)O)o1 | -1.6
COc1ccc(N2C(=O)CCC(C(=O)O)C2c2ccc(OC)c(OC)c2)cc1 (stereo not given) | -0.28
Cc1cc(CNC(=O)C2(C(F)(F)F)CC(CCCO)CCCO2)nn1C (stereo not given) | -0.022
CSCCC(NC(=O)c1cncc(Br)c1)C(=O)O (stereo not given) | 0.84
CCOC(=O)C1CCCN(C(=O)c2cc(-c3ccccc3)on2)C1 (stereo not given) | 0.66
CCc1[nH]c(=O)c(C#N)c2c1CSC(C)(C)C2 | 0.85
CCOC(=O)N1CCC(NC(=O)c2ccc(CS(=O)(=O)c3ccc(OC)cc3)o2)CC1 | 0.79
S=c1[nH]nc(-c2cccnc2)n1/N=C/c1cccs1 | 1.5
CC(CCCC(C)(C)O)NCCO (stereo not given) | 0.42
Cc1ccccc1NC(=O)CC1(c2ccc(N(C)C)cc2)C(=O)c2ccccc2C1=O | -1.5
Cc1ccc(OCC(=O)Sc2ccc(C)cc2)cc1 | -0.14
COc1cc(C(=O)N(CCc2ccccc2)C2CC3CCC(C2)N3C)cc(OC)c1OC (stereo not given) | -0.72
CCOc1ccc(NC(=O)C2CSC(c3ccncc3)=N2)cc1 (stereo not given) | 1.2

Reprinted from the part before: seven compounds, then new ones.
SMILES | Cav3 T inh
CCOC(=O)N1CCC(NC(=O)c2ccc(CS(=O)(=O)c3ccc(OC)cc3)o2)CC1 | 0.79
S=c1[nH]nc(-c2cccnc2)n1/N=C/c1cccs1 | 1.5
CC(CCCC(C)(C)O)NCCO (stereo not given) | 0.42
Cc1ccccc1NC(=O)CC1(c2ccc(N(C)C)cc2)C(=O)c2ccccc2C1=O | -1.5
Cc1ccc(OCC(=O)Sc2ccc(C)cc2)cc1 | -0.14
COc1cc(C(=O)N(CCc2ccccc2)C2CC3CCC(C2)N3C)cc(OC)c1OC (stereo not given) | -0.72
CCOc1ccc(NC(=O)C2CSC(c3ccncc3)=N2)cc1 (stereo not given) | 1.2
COc1cc(-c2nc3n(n2)C(c2cccc(OC)c2OC)C2=C(CCCC2=O)N3)cc(OC)c1OC (stereo not given) | 1.7
CCN(CC)c1ccc2c(c1)OC(N)=C(C#N)C2c1cccnc1 (stereo not given) | -11*
Cc1cccc(NC2=NC(=S)N(CC#N)C23CCCCC3)c1 | -0.32
Cc1cc(C(=O)Nc2c(C)cccc2C)n(-c2ccccc2)n1 | 2.6
COc1ccc(CN2C(=O)C(O)(CC(=O)c3c(C)n[nH]c3C)c3ccccc32)cc1OC (stereo not given) | 0.41
CCN(CC)C(=O)c1sc2[nH]c(=S)n(-c3ccccc3)c(=O)c2c1C | -0.099
COC(=O)COC(=O)c1ccc(Oc2nc(OC)nc(N(C)C)n2)cc1 | 0.55
O=C(NCc1ccc(F)cc1)C1CCCN(S(=O)(=O)c2cccc3nsnc23)C1 (stereo not given) | -0.0022
CC1CCCN(C(=O)CSCC(=O)Nc2nc(-c3cccs3)cs2)C1 (stereo not given) | -5.2*
CC(=O)Nc1ccc(S(=O)(=O)NNC(=O)COc2ccc(C(C)(C)C)cc2)cc1 | -2.5
CCCCCCCCC(=O)O | 0.7
O=C(Nc1nc(-c2ccc3c(c2)OCO3)cs1)C1COc2ccccc2O1 (stereo not given) | -5.3*
O=C(COC(=O)c1cnccn1)c1ccccc1 | 0.39
COc1ccc(S(=O)(=O)N[C@@H](CC(C)C)C(=O)O)cc1 | -0.85
O=C(Cn1c(=O)oc2ccccc21)N1CCN(c2ccccc2)CC1 | 0.38
Cc1onc(-c2ccccc2Cl)c1C(=O)N1CC(C)OC(C)C1 (stereo not given) | 0.038
O=C(COC(=O)c1ccccc1)NCc1ccco1 | -0.23
O=C(Cn1c(=O)oc2ccccc21)N1CCCCC1 | -0.77
COC(=O)c1ccc([C@H]2C=C(C(=O)O)O[C@@H](OCc3ccc(CO)cc3)C2)cc1 | 0.15
O=C(NCCc1ccccc1)C1CCCN(C(=O)NC2CCCCC2)C1 (stereo not given) | 2.1
CCO[C@@H]1OC(C(=O)NCc2ccccc2)=C[C@H](c2ccccc2)[C@H]1CCCO | -0.22
Cc1cccc(NC(=O)Cn2c(=O)oc3ccccc32)c1 | -0.15
COCCCn1c2nc3ccccc3nc2c2c(=O)n(Cc3ccccc3Cl)cnc21 | 0.096
O=C(CSc1nnnn1-c1cccc2ccccc12)Nc1ccc(N2CCOCC2)c(Cl)c1 | -2
O=C(CN1CCOCC1)Nc1nc2ccc(Br)cc2s1 | -0.59
O=C(NCc1ccc(F)cc1)c1noc2c1CCCCC2 | -4.5
COc1cccc(-n2cnc3cccc(N)c32)c1 | 1.4
O=C(c1ccc2snnc2c1)N1CCOCC1 | -0.54
N#CC1=C(N)N(c2ccccc2)C2=C(C(=O)CCC2)C1c1ccccc1 (stereo not given) | 2.3
O=C(COc1ccccc1)Nc1cc(C(F)(F)F)ccc1N1CCCC1 | -4.9

Shown with the structure last: 4 of the compounds above.
| Cav3 T inh | SMILES |
| --- | --- |
| -0.54 | O=C(c1ccc2snnc2c1)N1CCOCC1 |
| 0.66 | CCOC(=O)C1CCCN(C(=O)c2cc(-c3ccccc3)on2)C1 (stereo not given) |
| -11* | CCN(CC)c1ccc2c(c1)OC(N)=C(C#N)C2c1cccnc1 (stereo not given) |
| -0.59 | O=C(CN1CCOCC1)Nc1nc2ccc(Br)cc2s1 |

Further structures.
SMILES | Cav3 T inh
COC(C[C@H]1O[C@H]1C(=O)[C@@H](C)OCc1ccccc1)OC | 0.84
CCSc1nc2c(c(=O)n1-c1ccc(F)cc1)SCC2 | -1.2
Cc1nonc1OCCn1nnnc1N | -0.00032
CCc1ccccc1NC(=O)Cn1nc(C(F)(F)F)cc1C1CC1 | -0.53
CC(=O)O[C@H]1C[C@@H]2CC[C@@H]3[C@H](CC[C@@]4(C)[C@H]3C[C@H]([N+]3(C)CCCCC3)[C@@H]4OC(C)=O)[C@@]2(C)C[C@@H]1N1CCCCC1 | -0.86
CCN(CC)S(=O)(=O)c1ccc(C(=O)Nc2cccc(C)c2)cc1 | -1.6
OC1CCN(c2c3c(nc4cc(-c5ccc(Cl)cc5)nn24)CCC3)CC1 | 0.6
CCn1c(=O)c(C(=O)Nc2ccccc2S(N)(=O)=O)c(O)c2ccccc21 | -1.7
Cc1nnc(SCc2nnc(-c3ccc(Cl)cc3)o2)n1-c1ccccc1 | 0.91
COc1ccc(CC(=O)N2N=C(C)CC2(O)c2cccnc2)cc1 (stereo not given) | -0.18
O=c1[nH]c2cnccc2n1-c1ccccc1 | -0.34
CCOC(=O)c1cnc2c(Cl)cccc2c1NCCN(C)C | 0.6
CCC[C@@H]1C[C@@]1(CCC)[C@@H](NC(=O)c1ccccc1)c1ccc(C(=O)OC)cc1 | -3
CCCOCCOC(=O)C1=C(C)NC(=O)NC1c1cc(Cl)c(O)c(OC)c1 (stereo not given) | 0.48
CCOC(=O)c1ccc(NC(=O)CSc2nnc(C3CCCCC3)n2C)cc1 | 0.11
O=C(Cc1ccc(-c2ccccc2)cc1)NCCN1CCOCC1 | 0.25
CCCCS(=O)CC(O)COc1ccc(C(C)(C)C)cc1 (stereo not given) | -0.51
CCC(C)(C)n1nnnc1C(c1ccc(Cl)cc1)N1CCN(C)CC1 (stereo not given) | 0.97
O=C(O)CCCN1C(=O)NC2NC(=O)NC21 (stereo not given) | 0.1
COc1ccccc1-n1c(C)nnc1SCC(=O)NCc1ccccc1 | 0.65
CC(C)=C(NC(=O)c1ccco1)C(=O)NCCc1nc2ccccc2[nH]1 | -0.15
O=C(NC1CCCC1)C(c1ccc(F)cc1)N(C(=O)Cc1cccs1)c1ccc2c(c1)OCCO2 (stereo not given) | -2.1
CN(C)c1ccc(NC(=O)c2ccc3nsnc3c2)cc1 | 0.58
O=C(CSc1nnc2ncccn12)N1CCCCCC1 | 0.23
COc1ccc(C2CC(C(F)(F)F)n3nc(C(=O)O)c(Cl)c3N2)cc1OC (stereo not given) | 0.15
O=C(Nc1ccc2c(c1)OCCO2)N1CCN(c2ccc(F)cc2)CC1 | 0.15
CCOC(=O)c1cccc(NC(=O)CN(c2ccc(C)cc2)S(=O)(=O)c2c(C)noc2C)c1 | -6.1*
COc1ccc(N2C(=O)CC(Sc3nnc(-c4ccccc4)o3)C2=O)cc1 (stereo not given) | -0.41
Cc1nc(C)c(C(=O)Nc2ccc(Oc3ccccc3)cc2)o1 | 0.017
Cc1ccc(C(=O)Nc2nc(=O)n(C(=O)c3ccccc3C)s2)cc1 | -7.4*
COCCN1C(=O)N[C@@H](c2ccccc2)C(C(C)=O)=C1C | 0.84
CCn1nc(C)cc1-c1n[nH]c(=S)n1N | 0.12
CCCCC(=O)NC1=NC(=O)C(C)(C)S1 | -2
Nc1c(C(=O)NCC2CCCO2)sc(=S)n1-c1ccccc1 (stereo not given) | 0.42
O=C(Nc1ccc(N2CCOCC2)cc1)Nc1ccc(Cl)c(Cl)c1 | -1.1
COc1cccc(N2CCN(C(=O)c3ccc(=O)oc3)CC2C)c1 (stereo not given) | 0.14
CC(NC(=O)c1noc2c1CCCCC2)c1ccccc1 (stereo not given) | -2.8
C=CCOC(=O)C1=C[C@H](c2coc3ccccc3c2=O)[C@@H](CCCO)[C@H](OCC)O1 | -0.09
N=c1n(CCN2CCCC2)c2ccccc2n1CC(O)c1ccco1 (stereo not given) | -0.015
COC(=O)C1=C(C)N(c2ccc(C)cc2)/C(=C/c2cccs2)C1=O | -0.55
NC(=O)CC(NC(=O)Cc1cccc2ccccc12)c1ccc(NCc2cc(F)ccc2F)c([N+](=O)[O-])c1 (stereo not given) | -0.29
O=C(O)c1cccc(NC(=O)C23CC4CC(C2)CC(n2cnc(Cl)n2)(C4)C3)c1 | 0.042
c1ccc2[nH]c(CSc3nnc(-c4ccncc4)o3)nc2c1 | 0.0027
CCN1CCN(c2nc3c(C)cccn3c(=O)c2/C=C(\C#N)S(=O)(=O)c2ccccc2)CC1 | 2.7
COc1ccc(NC(=O)C(c2ccccc2)N(C)C(=O)c2cnccn2)cc1 (stereo not given) | -4.2*
CCOc1cc2[nH]c(=O)n(CCCC(=O)NCc3ccco3)c(=O)c2cc1OCC | 1.6
CNC(=S)N/N=C/c1c(C)nn(-c2ccccc2)c1Cl | 0.63
CC1=CC(C)(C)N(C(=O)CSc2ncn[nH]2)c2ccc(C)cc21 | 0.085
S=c1[nH]nc(-c2ccc(Cl)cc2)n1CC1CCCO1 (stereo not given) | 0.81
Cc1ccc(S(=O)(=O)N2CCN=C2c2ccccc2)cc1C | -0.4
Cn1c(=O)c2nc(-c3ccc(Cl)cc3Cl)oc2c2ccccc21 | -0.089
COCCn1c(SC)nnc1-c1c[nH]c2ccccc12 | 0.76
CC(=O)OC(C(=O)NC1CCCCC1)c1ccc(C#N)cc1 (stereo not given) | 0.83
Cc1nc(SCC(=O)c2ccccc2)n[nH]1 | 0.18
Cc1cccc(/C=C2\CS/C(=C\c3cccc(C)c3)C2=O)c1 | -1.2
O=C(N/N=C\c1cn(-c2ccccc2)nc1-c1ccccc1)c1ccc2c(c1)OCO2 | -2.8
Cc1n[nH]c(C)c1CCc1nc2c3ccccc3nc(SCC(N)=O)n2n1 | 0.031
CCOC(=O)C1=C(C)Nc2nc3ccccc3n2C1c1ccccc1 (stereo not given) | -0.3
Cc1ccc(CNC(=O)C2CC(c3ccc(C(F)(F)F)cc3)=NO2)o1 (stereo not given) | -1.1
Cc1ccc(C2CC(c3ccccc3OC(F)F)Nc3ncnn32)cc1 (stereo not given) | -0.096
The list goes on:
SMILES | Cav3 T inh
Cc1nc(CC(=O)O)c(-c2ccccc2)s1 | 0.059
CC(=O)N1CCc2cc(NC(=O)c3ccc(C)cc3)ccc21 | 1.7
CCn1c(-c2cc(Br)cc(OC)c2O)nc2cc(S(=O)(=O)N(C)C)ccc21 | -0.24
CC(=O)c1cccc(NC(=O)NCc2ccco2)c1 | 0.19
COc1ccccc1CNC(=O)CSc1nc(-c2ccccc2)cn1N | 0.68
CC(C)C(=O)NC(c1ccc([N+](=O)[O-])cc1)c1c(O)ccc2ccccc12 (stereo not given) | 0.47
S=C(Nc1ccc(Oc2ccccc2)cc1)NC1CCCCC1 | 1.1
Cc1nn(-c2ccccc2)c(C)c1NC(=O)c1cccs1 | -0.53
CCCCC1=CC2=C(c3ccco3)C(=O)C(C)(OC(=O)c3ccc(OC)cc3)C(=O)C2=CN1c1ccccc1 (stereo not given) | -1.5
COCCCn1c(C)nnc1SCC(=O)NCc1ccco1 | -0.14
O=C(CSc1nc2ccccc2o1)Nc1ccc(Cl)cc1 | 0.27
Cn1c(N)cc(=O)n(Cc2ccccc2)c1=O | -0.22
O=C1C2C3c4ccccc4C(c4ccccc43)C2C(=O)N1Cc1ccco1 (stereo not given) | -0.75
O=C1CNC(=O)/C1=C\N1CCCCC1 | -0.63
O=C(O)c1cn(-c2ccc(F)c(F)c2)c2c(F)c(F)c(F)c(F)c2c1=O | 0.7
COC(=O)C1=C(C)NC(=O)CC1c1ccc(C(=O)OC)cc1 (stereo not given) | 0.52
CC1CC(=O)C2=C(C1)Nc1ncnn1C2c1ccccc1 (stereo not given) | 0.73
Cc1cc(C(=O)Nc2c(F)cc(F)cc2Br)c(C)o1 | 0.52
NC(=S)N/N=C/c1ccccc1OCc1cccc(Cl)c1 | -0.087
O=C(Nn1c(Cc2cccs2)nc2ccccc2c1=O)c1ccc(F)c(F)c1 | 1
Cc1cc(C)cc(N2CC34C=CC(O3)C(C(=O)OCC(=O)NCc3ccco3)C4C2=O)c1 (stereo not given) | 0.82
Cc1cc(C(=O)CSc2nnc(-c3cccs3)o2)c(C)n1-c1ccccc1 | -5.1*
O=C(Cn1cnc2c(cnn2-c2ccc(Cl)cc2)c1=O)NCCc1ccccc1 | -0.0018
CC(C)=C1C2CCC1C1C(=O)N(c3nc(-c4ccc(F)cc4)c(C)s3)C(=O)C21 (stereo not given) | -0.0092
CCn1c(=S)ccc2ccc(OC)cc21 | 0.11
CC(NC(=O)c1cccc(Cn2cc([N+](=O)[O-])cn2)c1)c1ccc(C(C)(C)C)cc1 (stereo not given) | -4.3*

Compound activity deposited in PubChem by Vanderbilt High Throughput Screening Facility.

Only part of the results is shown; the hit share may differ from the screen's.
